UTI89 phage lysis: inhibition of K1F phage lysis, E. coli UTI89, bacterial capsule biogenesis inhibitors, alamar blue (AID 488966); E. coli UTI89 K1F phage lysis, alamar blue, 2 h; higher % means a stronger effect; one-dose inhibition, % at 100 µM; IC50 in µM for titrated hits; 0.02% of 340,000 active;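 active = phage lysis inhibition, versus mean bacterial control, above a set limit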;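 also: capsule biogenesis inhibitors block K1F phage lysis so surviving cells raise fluorescence; higher fluorescence means more inhibition of phage lysis; actives were called in the ten point dose series up to 300 µM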
* = called active by the depositor; [ ] = dose if it differs, or a comment. This is a subset; count on the stated rates, not on these rows.

SMILES	UTI89 phage lysis
CC(Nc1nc(-c2ccc(F)cc2)cs1)c1nc2cc(C(F)(F)F)ccc2n1CCOCCO (stereo not given)	0.4%
Cc1oc(-c2ccccc2)nc1C(=O)OCC(=O)NCc1ccc(Cl)cc1	0.6%[50 µM]
CN(CC(=O)N(C)CC(=O)Nc1c(Cl)cccc1Cl)Cc1ccccc1F	0.1%[50 µM]
CC(=O)c1ccc(OCC(=O)N(CCC2=CCCCC2)c2c(N)n(Cc3ccccc3)c(=O)[nH]c2=O)cc1	1.2%[50 µM]
COc1ccccc1CNC(=O)COC(=O)/C=C/c1ccc2c(c1)OCO2	0.9%[50 µM]
NS(=O)(=O)c1ccc(NC(=O)c2ccc(S(=O)(=O)N3CCCCC3)cc2)cc1	0.1%[50 µM]
CN1C[C@@H]2[C@@H]3C(=O)N(C)C(=O)[C@@H]3[C@](C)(C1=O)N2C(=O)c1ccc(Br)cc1	2.5%
COc1ccc2c(CC(=O)OCc3nc4ccsc4c(=O)[nH]3)coc2c1	-4.3%
Cc1ccc(C(C)C)c2c1C(c1ccc3c(c1)OCO3)CC(=O)O2 (stereo not given)	0.0%
CC(C)Cc1nnc(NC(=O)CN2C(=O)NC3(CCCC3)C2=O)s1	1.0%[50 µM]
CC(C)[Si]1(C(C)C)OCC2OC(n3cnc4c(N)ncnc43)C(N)C2O[Si](C(C)C)(C(C)C)O1 (stereo not given)	2.1%
CC(=O)Nc1ccc(/C=C(\C#N)S(=O)(=O)c2ccc(C)cc2)cc1	-0.9%
Cc1ccc(-c2cccc([C@H]3[C@@H]4C=CC[C@@H](C)[C@@H]4C(=O)N3Cc3ccccc3)c2)cc1	0.5%
O=C(CCNC(=O)c1ccc(Br)cc1)NNC(=O)COc1ccccc1F	-1.4%
Cn1c(N)c(C(=O)COC(=O)CNC(=O)c2ccccc2Cl)c(=O)n(C)c1=O	0.7%[50 µM]
O=C(COc1ccc(-c2nnco2)cc1)Nc1c(F)cccc1F	1.5%[50 µM]

Sorted by number of heavy atoms (rising): some entries from above.
SMILES	UTI89 phage lysis
O=C(COc1ccc(-c2nnco2)cc1)Nc1c(F)cccc1F	1.5%[50 µM]
O=C(CCNC(=O)c1ccc(Br)cc1)NNC(=O)COc1ccccc1F	-1.4%
CC(C)[Si]1(C(C)C)OCC2OC(n3cnc4c(N)ncnc43)C(N)C2O[Si](C(C)C)(C(C)C)O1 (stereo not given)	2.1%

(next part)
SMILES	UTI89 phage lysis
O=C(COC(=O)CN1C(=O)C2CCCCC2C1=O)NCc1ccc(Cl)cc1Cl (stereo not given)	0.6%[50 µM]
Cc1cc(=O)oc2cc(OC(C)C(=O)NC3(C#N)CCCCC3)ccc12 (stereo not given)	0.7%[50 µM]
O=C(CN1c2cccc3cccc(c23)S1(=O)=O)N1CCN(c2ccccc2)CC1	0.3%[50 µM]
CCC(=O)NC(C)c1cc(Cl)c2ccccc2c1O (stereo not given)	0.7%
O=C(OCC(=O)N1CCOCC1)c1ccc2ccccc2c1	0.0%
O=C(CCc1nc2ccccc2c(=O)[nH]1)Nc1nnc(SCc2ccccc2F)s1	0.8%[50 µM]
CCN(CC(=O)Nc1ccc(NC(C)=O)cc1)C(=O)c1cc(-c2ccccc2)nn1-c1ccccc1	0.2%[50 µM]
C[C@H]1CN([C@@H](C)CO)C(=O)Cc2cc(NC(=O)Cc3cn(C)c4ccccc34)ccc2O[C@@H]1CN(C)S(=O)(=O)c1cn(C)cn1	-0.1%

Reformatted as labelled records: part of the list above.
CCC(=O)NC(C)c1cc(Cl)c2ccccc2c1O (stereo not given)
- UTI89 phage lysis: 0.7%

O=C(COC(=O)CN1C(=O)C2CCCCC2C1=O)NCc1ccc(Cl)cc1Cl (stereo not given)
- UTI89 phage lysis: 0.6%[50 µM]

O=C(OCC(=O)N1CCOCC1)c1ccc2ccccc2c1
- UTI89 phage lysis: 0.0%

More structures follow:
SMILES	UTI89 phage lysis
CCN(CC(=O)Nc1cccc(S(=O)(=O)N2CCOCC2)c1)Cc1ccccc1	1.2%[50 µM]
O=C1C=CC(=O)N1CCCCCCCCCCN1C(=O)C=CC1=O	1.3%
CC1CCCCN1C(=O)CSc1nc(N)nc(N)n1 (stereo not given)	0.7%[50 µM]
O=C(COC(=O)CN1C(=O)NC2(CCCC2)C1=O)Nc1ccc(C(F)(F)F)cc1[N+](=O)[O-]	1.3%[50 µM]
CC(C)c1ccc(NC(=O)C2CCCN2S(=O)(=O)c2ccccc2F)cc1 (stereo not given)	0.0%[50 µM]
OC(COCc1ccccc1)COCc1ccccc1	-1.7%
O=C(NC1CCCC1)c1cccc(S(=O)(=O)N2CCCC2)c1	0.2%[50 µM]
CCC(C)n1c(SCC(=O)NC2CCCC2)nc2ccccc2c1=O (stereo not given)	-1.1%
O=C(CSc1nnc(C2CC2)n1C1CC1)c1cccs1	0.3%[50 µM]
O=C(COC(=O)c1ccccc1O)NCCc1c[nH]c2ccccc12	0.4%[50 µM]
CSCCC(NC(=O)COc1ccccc1)C(=O)N(C)Cc1ccc(F)cc1 (stereo not given)	0.3%[50 µM]
Cc1noc(NS(=O)(=O)c2ccc(NC(=O)c3cccc(S(=O)(=O)N(C)c4ccccc4)c3)cc2)c1C	-0.3%[50 µM]
COc1ccc(S(=O)(=O)N(C)C[C@@H]2Oc3ccc(NS(=O)(=O)c4cn(C)cn4)cc3C(=O)N([C@@H](C)CO)C[C@@H]2C)cc1	1.4%
O=C(O)c1ccc(NN=Cc2cc(=O)[nH]c(=O)[nH]2)cc1	1.4%
COc1cccc(NC(=O)COC(=O)C2CCCCC2)c1	-0.2%[50 µM]
O=C(NCCS(=O)(=O)N1CCN(c2ccccc2)CC1)c1cccs1	2.4%[50 µM]
CC1CC(C)CN(C(=O)COC(=O)c2nn(C)c(=O)c3ccccc23)C1 (stereo not given)	1.1%[50 µM]
CN(C)C(CNC(=O)c1ccc(NS(=O)(=O)c2ccc(F)cc2)cc1)c1ccco1 (stereo not given)	0.7%[50 µM]
CN(C(=O)COC(=O)c1ccccc1NCc1ccco1)c1c(N)n(Cc2ccccc2)c(=O)[nH]c1=O	0.1%[50 µM]
CNc1ncnc(NC)c1[N+](=O)[O-]	-0.1%
c1ccc(CN=C(NCc2ccccc2)NCc2ccccc2)cc1	4.2%
Oc1cc(-c2ccc(N3CCCCC3)nc2)cc2cccnc12	-0.1%
O=C(c1ccc(F)c(S(=O)(=O)N2CCOCC2)c1)N1CCN(c2ncccn2)CC1	0.7%[50 µM]
Cc1cccc(NC(=O)COC(=O)C(NC(=O)c2cccc(S(=O)(=O)N3CCOCC3)c2)C(C)C)c1 (stereo not given)	0.3%[50 µM]
O=C(c1cc(S(=O)(=O)N2CCOCC2)ccc1F)N(CCc1ccccc1)Cc1ccccc1	-0.4%[50 µM]
CC(NC(=O)CCNC(=O)c1ccco1)c1ccccc1 (stereo not given)	0.3%[50 µM]
CCCCn1c(N)c(N(CC(C)C)C(=O)C2CC(=O)N(Cc3ccccc3)C2)c(=O)[nH]c1=O (stereo not given)	-0.3%[50 µM]
CC(C)c1ccc(CN(C)C(=O)c2ccc(S(=O)(=O)NCc3ccco3)cc2)cc1	-0.9%[50 µM]
CCN1CCCC(OC(=O)C(c2ccccc2)c2ccccc2)C1 (stereo not given)	6.1%
COc1ccc(NC(=O)COC(=O)C2CC2)cc1S(=O)(=O)N1CCCCC1	0.5%[50 µM]
O=C(Nc1ccc(Br)cc1Cl)c1ccc(OCC2CCCO2)cc1 (stereo not given)	-0.2%
CC(C)[C@H](NC(=O)c1ccc([N+](=O)[O-])cc1Cl)C(=O)N1CCN(C/C=C/c2ccccc2)CC1	-0.4%
CCC1(CC)NC(=O)N(CC(=O)OC(C)C(=O)Nc2ccc(NC(C)=O)cc2)C1=O (stereo not given)	0.5%[50 µM]
CCN(C1CCS(=O)(=O)C1)S(=O)(=O)c1ccc(Cl)s1 (stereo not given)	1.9%[50 µM]
COc1ccc(C(=O)COC(=O)c2cnc(C)cn2)c(OC)c1	1.7%[50 µM]
c1ccc(-c2cc(-c3nc(-c4ccccn4)no3)c3ccccc3n2)cc1	-0.1%
O=C(C[C@H]1C/C=C\CC[C@H](Cc2ccc(F)cc2)C(=O)OC[C@@H]2CCCN2C1=O)N[C@H](CO)Cc1ccccc1	0.8%
COc1c(F)cccc1C1=CC(=O)C[C@H](c2ccc3c(c2)OCO3)C1	-0.3%
CC(O)[C@H]1CN=C(N)N1CC1CCCCC1 (stereo not given in full)	2.0%
O=C(CN1C(=O)C(=O)N(Cc2ccccc2)C1=O)Nc1ccc(OC(F)F)cc1	0.7%[50 µM]
COc1ccc(-c2csc(NC(C)c3nc4cc(C(=O)NCCCO)ccc4n3Cc3ccc(C)cc3)n2)cc1 (stereo not given)	-1.8%
CCOC(=O)c1ccc(S(=O)(=O)N2CCN(C/C=C/c3ccccc3)CC2)cc1	-0.4%[50 µM]
NC(=O)c1cnccc1C=Cc1ccccc1	-0.4%
Cc1ccccc1CN1CCN(c2ccc(S(=O)(=O)N3CCCC3)cn2)CC1	-0.1%[50 µM]
CCCCn1c(N)c(N(CCOC)C(=O)CSc2nnc(-c3ccncc3)n2CCC)c(=O)[nH]c1=O	1.8%[50 µM]
CCN(CC(=O)Nc1c(F)cccc1F)C(=O)c1ccc2c(c1)S(=O)(=O)N=C1CCCCCN12	1.2%[50 µM]
COCCCn1c(=O)/c(=C/c2ccccc2OC(F)F)s/c1=C(\C#N)C(=O)NCCOC	2.2%
CN(CC(=O)Nc1ccccc1Cl)C(=O)C1CSC2(C)CCC(=O)N12 (stereo not given)	1.4%[50 µM]
COc1ccc(CNC(=O)CCn2c(C)csc2=O)cc1	0.3%[50 µM]
O=C(Nn1cnnc1)c1ccc([N+](=O)[O-])cc1Cl	0.6%
O=C(Nc1cccc(S(=O)(=O)N2CCOCC2)c1)c1ccc(=O)[nH]c1	3.3%
CCCCn1c(=O)cc(C)n(-c2ccccc2)c1=O	0.8%
COC(=O)C1=C[C@@H](C(=O)OC)[C@@H]2C3=C(C(=O)[C@]2(C)NC(=O)c2ccccc2)[C@H](C)n2c(=O)n(C)c(=O)n2[C@@H]3C1	0.6%
COC(C[C@@H](O)C[C@H](O)[C@H](C)OCc1ccccc1)OC	2.5%
COc1cc(/C=C/C(=O)OCC(=O)Nc2ccc(Cl)cn2)ccc1O	1.0%
CCN(CC(=O)Nc1cc(Cl)ccc1C)C(=O)c1nc2nc(C)cc(C)n2n1	0.2%[50 µM]

Next structures follow:
SMILES	UTI89 phage lysis
CCCCN(C(=O)CSc1c(C)c(C)cc(C)c1C)c1c(N)n(CCC)c(=O)[nH]c1=O	0.7%[50 µM]
O=C(NC1CCCCCC1)c1ccc([N+](=O)[O-])s1	-2.3%[50 µM]
CN(Cc1ccccc1F)C(=O)c1ccc2c(=O)n3c(nc2c1)CCC3	1.2%[50 µM]
CN(CC(=O)Nc1ccccc1Cl)C(=O)CSc1nnc(-c2ccco2)n1C	0.6%[50 µM]
O=C(O)C1=CC[C@@H](c2ccc(Cl)cc2)N(S(=O)(=O)c2ccc(Cl)cc2)[C@H]1c1ccccc1	-3.1%
CC(C)[C@H](N)c1cn([C@@H](CO)C(=O)N2CCNCC2)nn1	-0.3%
C#CCOCCOCCOCCNc1nc(N2CCN(C(=O)[C@H](CCC(=O)O)n3cc(CN)nn3)CC2)nc(N2CCN(C(=O)[C@H](CCCCN)n3cc([C@@H](N)CC(N)=O)nn3)CC2)n1	0.3%
CC(C)[C@H](NS(=O)(=O)c1ccccc1)C(=O)OCc1cc([N+](=O)[O-])cc2c1OCOC2	3.0%
CC(Oc1ccc2ccc(=O)oc2c1)C(=O)N1CCOCC1 (stereo not given)	1.6%[50 µM]
CC(C)OC(=O)c1ccc(NCc2cc(O)ccc2O)cc1Cl	-2.7%
CC(=O)Nc1cccc(C(=O)OCC(=O)N(c2ccccc2)C2CCS(=O)(=O)C2)c1 (stereo not given)	1.0%[50 µM]
O=C1NC(=O)C2(CCCCC2)N1	-0.8%
COc1ccc(-c2cc(-c3ccccc3)no2)cc1	2.5%
COc1ccc(Br)c(C(=O)OCC(=O)NC(=O)NC2CCCC2)c1	-0.3%[50 µM]
CSc1ccc(CN(C)C(=O)CSCC(=O)Nc2ccc(C)cc2)cc1	0.2%[50 µM]
CCN1CCN=C1Nc1ccccc1	0.4%
CC(C(=O)Nc1ccc2c(c1)OCCO2)N(C)CC(=O)Nc1ccccc1Br (stereo not given)	1.0%[50 µM]
COc1ccc(CCN(C)C(=O)C(CCSC)NC(=O)c2ccco2)cc1OC (stereo not given)	0.0%[50 µM]
COc1ccccc1-c1sc2cc3c(cc2c1C#Cc1ccccn1)OCO3	-0.2%
O=C(COC(=O)/C=C/c1cccc(C(F)(F)F)c1)NC(=O)NCc1ccco1	0.8%[50 µM]
O=C(CN1C(=O)NC(Cc2c[nH]c3ccccc23)C1=O)NC1CCCCC1 (stereo not given)	0.3%[50 µM]
COc1cc(C#Cc2c(C=O)n(C)c3ccccc23)cc(OC)c1	0.3%
CC(=O)Nc1ccc(OCc2ccccc2)cc1[N+](=O)[O-]	1.2%
CNc1ccccc1C(=O)OCC(=O)Nc1ccc2c(c1)OCO2	2.5%[50 µM]
O=C(Cc1cccc([N+](=O)[O-])c1)Nc1cccc(C(=O)N2CCOCC2)c1	1.6%
c1ccc(CC(Cc2ccccc2)c2ccccn2)cc1	0.3%
CCOc1ccc(CCNC(=O)COC(=O)C2=NNC(=O)CC2)cc1OCC	0.5%[50 µM]
CC(C)n1nc(C(=O)OCC(=O)NCCc2ccc(S(N)(=O)=O)cc2)c2ccccc2c1=O	0.4%[50 µM]

Source: PubChem
